KCNH2 3.1 inh = blocks the human KCNH2 3.1 channel isoform. activity change, % (tested at about 1.8 µM). 340,000 compounds, 0.95% hits. U2OS KCNH2 3.1, thallium flux FluxOr; hits give low values. AID 720553;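 active means maximum activity change below -70%; inconclusive means maximum activity change from -70% to -50%; inactive means maximum activity change above -50%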;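 further: thallium influx rate constant from kinetic fluorescence after stimulation buffer; on the % scale 0 is the no-effect control and ±100 the full control effect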
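Virally transduced U2OS (3.1 isoform, 4 h infection in dark at RT) → overnight 37 C → FluxOr + Red40 in HBSS/HEPES, 45 min → stimulation buffer, 2 min kinetic read → rate constant vs DMSO controls.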
USP2a inh = inhibitors of human ubiquitin-specific protease USP2a. USP2 core, Ub-CHOP2 coupled fluorogenic reporter, 485/531. O75604. Potency, µM (titrated, usually from 38.3 µM), for the others: at the highest dose activity change, negative = inhibition, hits mostly inhibitors. 330,000 compounds, 0.01% hits;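 further: potency means the concentration at half of the fitted maximal effect; plate controls were DMSO wells for no effect and full inhibition by NEM control for full effect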
Target sequence (O75604 whole entry, looked up): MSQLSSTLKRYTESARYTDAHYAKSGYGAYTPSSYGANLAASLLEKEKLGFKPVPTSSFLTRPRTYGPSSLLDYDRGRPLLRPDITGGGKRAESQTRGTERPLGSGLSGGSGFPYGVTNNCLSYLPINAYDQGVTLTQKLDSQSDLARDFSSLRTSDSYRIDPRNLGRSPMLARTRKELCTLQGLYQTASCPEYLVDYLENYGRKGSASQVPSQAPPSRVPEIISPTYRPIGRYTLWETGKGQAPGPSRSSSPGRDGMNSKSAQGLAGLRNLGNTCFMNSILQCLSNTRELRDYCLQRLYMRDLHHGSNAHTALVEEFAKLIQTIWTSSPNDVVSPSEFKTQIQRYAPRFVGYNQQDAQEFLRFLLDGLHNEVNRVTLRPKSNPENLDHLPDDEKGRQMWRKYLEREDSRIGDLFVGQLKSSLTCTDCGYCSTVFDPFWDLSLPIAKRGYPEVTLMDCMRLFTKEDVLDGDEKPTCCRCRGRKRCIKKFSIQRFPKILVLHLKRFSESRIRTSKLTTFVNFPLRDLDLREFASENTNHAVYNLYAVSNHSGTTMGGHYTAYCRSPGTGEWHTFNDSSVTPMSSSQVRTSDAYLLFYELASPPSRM
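USP2 core (10nM final) preincubated 30min RT with compound in 20mM Tris-HCl pH 8.0, 2mM CaCl2, 2mM beta-mercaptoethanol, 0.05% CHAPS; 25nM Ub-CHOP2 plus 25nM reporter substrate added, fluorescence (Ex485/Em531) read after 60min.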
TSHR antag = antagonists of human thyroid stimulating hormone receptor. P16473. TSHR-expressing cells, TSH-stimulated cAMP HTRF, 2 h; hits give low values. activity change, negative = inhibition, % at 11.5 µM. 330,000 compounds, 0.2% hits;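 active means activity change below a set negative limit, meaning inhibition stronger than a set level, cut at about -70% in these data; inconclusive means activity change between two set negative limits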; further: on the % scale 0 is the no-effect control and ±100 the full control effect
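Cell-based HTRF cAMP assay; TSHR cells + compound, TSH EC80 (4nM final), 2 h, 37 deg C. Lysis with anti-cAMP cryptate and cAMP-d2, 30 min RT, read 665/620 nm.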
Mito fusion act = inhibitors of mitochondrial division or activators of mitochondrial fusion; S. cerevisiae fusion-defective mutant growth rescue, CellTiterGlo 48 h; 320,000 compounds, 0.23% hits; Potency, µM (highest dose often 46.1 µM), without a hit: at the top dose growth rescue (activation), actives largely listed as activators;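 further: potency means the concentration at half of the fitted maximal effect; % of control where 0% means no effect; nearly all actives have a fitted effect of over 45% in size; temperature-sensitive fusion mutants such as fzo1-1 at 37 °C on non-fermentable ethanol glycerol medium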
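Read-out: ATP-based luminescence (CellTiterGlo, 10 min ambient) reporting growth of fusion-defective ts yeast after 48 hours at 37C on glycerol/ethanol YPEG medium in the presence of compound.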
KCNH2 WT inh = blocks the wildtype human KCNH2 potassium channel | Q12809 | U2OS, BacMam KCNH2, thallium flux FluxOr; hits give low values | 340,000 compounds, 0.37% hits | activity change, % at 1.84 µM | AID 720551;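 active means maximum activity change below -70%; inconclusive means maximum activity change between -70% and -50%; inactive means maximum activity change above -50%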; further: on the % scale 0 is the no-effect control and ±100 the full control effect
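U2OS cells transduced with wild-type KCNH2 virus are loaded with FluxOr dye for 45 min, and thallium flux is measured in kinetic reads before and after stimulation buffer. Rate constants are normalized to DMSO controls.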
TCR act = activators of T cell receptors; AID 504894; Potency, µM (doses to about 9.22 µM), for the others: at the top dose activation of IL-2 secretion, actives largely listed as activators; 330,000 tested, under 10 active; primary human leukocytes, anti-CD3, IL-2 HTRF, 48 h; further: % of control where 0% means no effect
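IL-2 produced over 48 hr by a-CD3 bead-stimulated primary human leukocytes exposed to compounds was detected with a homogeneous time-resolved FRET immunoassay, 665nm acceptor signal after 320nm excitation.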
TRPV1 ag = agonists of human vanilloid receptor 1 (TRPV1); Q8NER1; TRPV1-expressing cells, Fluo-8 calcium influx, agonist mode; activation, % at 8.33 µM; 320,000 compounds, 0.19% hits; AID 540275; in the data active means activation above about 80%; inconclusive means between about 30% and that limit; further: 0% is about no effect
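Cells expressing TRPV1 were dye-loaded with Fluo-8 and read kinetically: 10 s baseline, 3 min after compound (agonist portion), then 2 min after EC20 capsaicin (allosteric enhancer portion). Calcium-bound dye fluorescence at 480/520 nm.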
ELG1 DNA repair = ELG1-dependent DNA repair inhibition; HEK293T ELG1-luciferase reporter, luminescence, 16 h; DNA damage induced by 5-fluorouridine; Potency, µM (top dose mostly 46.1 µM), inactives show at the top dose activity change, negative = inhibition, hits mostly inhibitors; 330,000 compounds, 2.3% hits; AID 504467; further: potency means the concentration at half of the fitted maximal effect; on the % scale 0 is the no-effect control and ±100 the full control effect; nearly all actives have a fitted effect of over 55% in size
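HEK293T cells expressing luciferase-tagged ELG1 (2,000/well) received 5-Fluorouridine plus compound or DMSO for 16 hr at 37 °C. Luciferase was read by ONE-Glo luminescence after 30 min at room temperature.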
A-T KAP1 phos = potential ataxia-telangiectasia treatments restoring KAP-1 phosphorylation. […] A-T fibroblasts, KAP-1 phosphorylation AlphaLISA; neocarzinostatin DNA damage 30 min before lysis. Potency, µM (series often up to 57.5 µM), without a hit: at the top dose activation, usual class: activators. 320,000 compounds, 0.19% hits. AID 485349; further: potency means the concentration at half of the fitted maximal effect; % of control where 0% means no effect; nearly all actives have a fitted effect of over 45% in size
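ATM-like activity read as KAP-1 phosphorylation via AlphaLISA donor/acceptor antibody pairs after lysis and 6 hr at 25C. Cells were ATM-null patient fibroblasts ([…], hTERT), dosed 60 min, then exposed to the DSB inducer NCS for 30 min.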
Eya2 phos inh = Eya2 (human) phosphatase inhibition | recombinant Eya2, OMFP fluorescence dephosphorylation (OMFP is methylfluorescein phosphate) | Potency, µM (titrated, usually from 76.9 µM), for the others: at the highest dose activity, negative = inhibition, hits mostly inhibitors | 330,000 compounds, 0.006% hits | AID 488837; further: potency means the concentration at half of the fitted maximal effect; on the % scale 0 is the no-effect control and ±100 the full control effect
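Eya2 (0.2 uM) preincubated 10 min at ambient with compound, then OMFP substrate added at 50 uM; 10 min reaction in 50 mM HEPES pH 7.5, 50 mM NaCl, 5 uM MgCl2, 0.05% BSA, 1 mM DTT. Fluorescence read at Ex 485/Em 525 nm.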
Active calls of the source: *; ? = inconclusive; · = not tested or not shown; & = joins results of further samples; [ ] = dose if it differs, or a comment. Unless noted, the call rests on the fitted dose curve; in most records, active means well fitted curve in the direction sought with a large enough effect; inconclusive means small, poorly fitted or top-dose-only effect, or another doubt; inactive means no such curve, though single readings can be large; an effect the other way counts as inactive or inconclusive. This is a subset, so the mix of outcomes need not match the whole.

1. c1ccc(-n2nnnc2CN2CCOCC2)cc1
2. CC1CCC(NC(=O)CC(NC(N)=O)c2ccccc2Cl)CC1 (stereo not drawn)
3. CCCCN(C(=O)NC(=O)Nc1ccccc1OC)S(C)(=O)=O
4. O=C(NCc1ccc(F)cc1)C(=O)NCC1OCCN1S(=O)(=O)c1ccc2c(c1)OCCO2 (stereo not drawn)
5. CC(C)(C)C(=O)c1cn(CC(=O)NCc2ccc3c(c2)OCO3)c2ccccc12
6. C/C(=N/NC(=O)c1sc(=S)n(C)c1C)c1ccccc1
7. O=c1oc2ccccc2c(Nc2ccc(F)cc2)c1[N+](=O)[O-]
8. CC(C)(C)NC(=O)C[C@H]1C[C@H](C(=O)N2CCCCC2)[C@@]2(CCc3ccccc3)c3[nH]c4ccc(Cl)cc4c3CCN2C1=O
Compound,1,2,3,4,5,6,7,8
KCNH2 3.1 inh,18,17,5,-11,7,-8,-1,4
USP2a inh,0%,1%,2%,-1%,1%,-1%,1%,1%
TSHR antag,24,34,1,-1,-9,-6,2,-9
Mito fusion act,3%,-1%,4%,-3%,4%,4%,-7%,·
KCNH2 WT inh,-7,22,-6,5,-10,-7,·,6
TCR act,2%[46.1 µM],7%,2%,3%,6%,0%[46.1 µM],-2%,-5%[46.1 µM]
TRPV1 ag,-2,-1,0,0,?,1,0,·
ELG1 DNA repair,?,?,18%,-15%,-22%,12%,-20%,-8%
A-T KAP1 phos,4%,20%,4%,15%,·,1%,-4%,-1%[11.5 µM]
Eya2 phos inh,14%,1%,-4%,-16%,25%,0%,2%,-2%

A different layout for four compounds above:
4: O=C(NCc1ccc(F)cc1)C(=O)NCC1OCCN1S(=O)(=O)c1ccc2c(c1)OCCO2 (stereo not drawn)
- KCNH2 3.1 inh: -11
- USP2a inh: -1%
- TSHR antag: -1
- Mito fusion act: -3%
- KCNH2 WT inh: 5
- TCR act: 3%
- TRPV1 ag: 0
- ELG1 DNA repair: -15%
- A-T KAP1 phos: 15%
- Eya2 phos inh: -16%
5: CC(C)(C)C(=O)c1cn(CC(=O)NCc2ccc3c(c2)OCO3)c2ccccc12
- KCNH2 3.1 inh: 7
- USP2a inh: 1%
- TSHR antag: -9
- Mito fusion act: 4%
- KCNH2 WT inh: -10
- TCR act: 6%
- TRPV1 ag: ?
- ELG1 DNA repair: -22%
- A-T KAP1 phos: ·
- Eya2 phos inh: 25%
6: C/C(=N/NC(=O)c1sc(=S)n(C)c1C)c1ccccc1
- KCNH2 3.1 inh: -8
- USP2a inh: -1%
- TSHR antag: -6
- Mito fusion act: 4%
- KCNH2 WT inh: -7
- TCR act: 0%[46.1 µM]
- TRPV1 ag: 1
- ELG1 DNA repair: 12%
- A-T KAP1 phos: 1%
- Eya2 phos inh: 0%
7: O=c1oc2ccccc2c(Nc2ccc(F)cc2)c1[N+](=O)[O-]
- KCNH2 3.1 inh: -1
- USP2a inh: 1%
- TSHR antag: 2
- Mito fusion act: -7%
- KCNH2 WT inh: ·
- TCR act: -2%
- TRPV1 ag: 0
- ELG1 DNA repair: -20%
- A-T KAP1 phos: -4%
- Eya2 phos inh: 2%

Remaining list, next part
9. O=C1CSC(c2ccncc2)N1Cc1ccccc1 (stereo not drawn)
10. COC(=O)N1C(=O)[C@](c2ccccc2)(C2CCCC2)N1C(=O)OC
11. CC(C)OC(=O)CSc1nc2c(c(C3CC=CCC3)c1C#N)CCC2 (stereo not drawn)
12. N#Cc1cccc(NC(=O)CNc2cccc(S(=O)(=O)N3CCCCC3)c2)c1
13. CCCN(CCC)C(=O)Cn1c(=O)n(CCCCC(=O)NC2CCCC2)c(=O)c2ccccc21
14. Cn1[nH]c(-c2ccccc2)c(/C=N/O)c1=O
15. Cc1ccc(N2CCN(C(=O)c3cc(-c4ccc(F)cc4)[nH]c3C)CC2C)cc1 (stereo not drawn)
16. COc1cc(-c2nc(-c3ccc(NC(=O)c4ccc(Br)o4)cc3)no2)cc(OC)c1OC
Compound,9,10,11,12,13,14,15,16
KCNH2 3.1 inh,14,2,3,-8,11,28,-11,-19
USP2a inh,1%,4%,2%,-1%,1%,2%,-8%,3%
TSHR antag,3,47,-14,-24,2,6,-8,-24
Mito fusion act,2%,-1%,-3%,1%,-3%,-3%,-8%,-1%
KCNH2 WT inh,6,0,0,-6,2,-2,8,-2
TCR act,-2%,5%,-6%,-2%,6%,3%,-13%,2%
TRPV1 ag,-3,?,18,15,-2,-2,9,4
ELG1 DNA repair,2%,?,-1%,?,-1%,-22%,?,10µM*
A-T KAP1 phos,-2%,?,·,3%,6%,-3%,-19%,2%
Eya2 phos inh,7%,10%,1%,-4%,-1%,9%,-29%,-2%

17. CC(C)(C)OC(=O)N[C@@H](C(=O)OC(C)(C)C)c1ccc2c(c1)OCO2
18. COc1ccc(CN2C(=O)CC(C(=O)NCCc3ccc(S(N)(=O)=O)cc3)SC2=Nc2ccccc2)cc1 (stereo not drawn)
19. Cc1cc(NC(=O)c2ccc(N3C(=O)CCC3=O)cc2)no1
20. CC(C)C(=O)Nc1nnc(CCc2nnc(NC(=O)C(C)C)s2)s1
21. CC(C)NS(=O)(=O)c1ccc(OCC(=O)Nc2ccc3c(c2)OCO3)cc1
22. Cc1cccc(C)c1NC(=O)CN(C)CC(=O)Nc1cc(Cl)ccc1C#N
23. CN1CCN(/C=N/C2=C(C#N)C(c3ccccc3)C3=C(CC(C)(C)CC3=O)O2)CC1 (stereo not drawn)
24. Cc1cc(C)c(NC(=O)C2CC(=O)N(C3CCCC3)C2)c(C)c1 (stereo not drawn)
Compound,17,18,19,20,21,22,23,24
KCNH2 3.1 inh,8,-10,2,20,9,-7,1,13
USP2a inh,3%,-2%,1%,3%,-5%,0%,3%,1%
TSHR antag,19,-7,3,4,6,5,-1,7
Mito fusion act,14%,0%,-3%,0%,-10%,3%,0%,·
KCNH2 WT inh,-1,1,1,17,·,-2,-2,-5
TCR act,-1%,-4%,2%,-2%[46.1 µM],-3%,-1%,1%,4%
TRPV1 ag,?,-4,-10,-3,1,7,-2,·
ELG1 DNA repair,11%,?,1%,-6%,1%,?,?,?
A-T KAP1 phos,9%,4%,-1%,-4%,3%,7%,-11%,-7%
Eya2 phos inh,-13%,-4%,8%,8%,17%,2%,1%,-15%

25. CCN1CCN(CCCNC(=O)c2cc3c(s2)-c2ccccc2OC3)CC1
26. COc1ccc(NC(=O)CN(C)CC(=O)Nc2ccc(Cl)cc2[N+](=O)[O-])cc1
27. O=S1(=O)N=C(N/N=C/c2ccccn2)c2ccccc21
28. Cc1ccc(-c2nc(C)c(C(=O)O)s2)cc1
29. COc1ccc(S(=O)(=O)n2[nH]c(=O)c(CCO)c2C)c([N+](=O)[O-])c1
30. O=S(=O)(c1cccc2cccnc12)N1CCN(c2ccccc2)CC1
31. CCCCC(=O)Nc1ccccc1C#N
32. CC1CN(S(=O)(=O)c2cccc(C(=O)Nc3cc(Cl)ccc3N3CCOCC3)c2)CC(C)O1 (stereo not drawn)
Compound,25,26,27,28,29,30,31,32
KCNH2 3.1 inh,-23,6,-11,6,14,-9,10,-21
USP2a inh,3%,0%,3%,0%,0%,6%,2%,0%
TSHR antag,-2,-3,0,-15,-6,11,-2,-7
Mito fusion act,1%,-1%,-2%,3%,0%,7%,3%,?
KCNH2 WT inh,29,-3,-5,1,-6,-13,-5,8
TCR act,3%,-1%,-7%[46.1 µM],0%,·,-2%,1%,-3%
TRPV1 ag,-1&3,0,-3,-1,3,-1,0,4
ELG1 DNA repair,?,-4%,3%,?,-7%,-14%,7%,-20%
A-T KAP1 phos,8%,4%,7%,-2%,0%,-1%,7%,-20%
Eya2 phos inh,2%,9%,-7%,8%,4%,-7%,-8%,-8%

33. CC1Cc2nc(SCC(=O)Nc3ccc(F)cc3F)n(C)c(=O)c2S1 (stereo not drawn)
34. Cc1ccccc1NC(=S)/C(=C(\[O-])c1cc(C)n(Cc2ccccc2Cl)c1C)[n+]1ccccc1
35. O=C(Cc1ncc(C(F)(F)F)cc1Cl)Nc1ccc(F)cc1
36. Cc1ccc(-c2noc(C3CCCN(C(=O)c4cccc(F)c4)C3)n2)cc1 (stereo not drawn)
Compound,33,34,35,36
KCNH2 3.1 inh,11,13,-10,-13
USP2a inh,0%,-1%,0%,1%
TSHR antag,6,0,-6,?
Mito fusion act,-28%,-7%,1%,3%
KCNH2 WT inh,-11,3,7,0
TCR act,-5%,5%,7%,-3%
TRPV1 ag,-2,0,8,?
ELG1 DNA repair,-15%,-26%,-4%,0%
A-T KAP1 phos,13%,0%,1%,20%
Eya2 phos inh,1%,14%,1%,-3%

Screens (PubChem BioAssay)
